All columns: NCI-60 one-dose screen, growth in % after 48 h at 10 µM unless noted; 100 = growth as untreated, 0 = no growth, -100 = all killed.
SK-MEL-5 = SK-MEL-5 melanoma. AID 1794755. hit rate 6.4% among 80,000
SK-MEL-2 = SK-MEL-2 melanoma. hit rate 4.7% among 77,000
MALME-3M = MALME-3M melanoma. hit rate 5.8% among 78,000. AID 1794766
M14 = M14 melanoma; hit rate 6.2% among 80,000; AID 1794745
UACC-62 = UACC-62 melanoma; hit rate 5.4% among 81,000; AID 1794756
A549/ATCC = A549/ATCC NSCLC; hit rate 3.7% among 81,000
EKVX = EKVX NSCLC; hit rate 3% among 71,000
UACC-257 = UACC-257 melanoma. hit rate 4.4% among 78,000. AID 1794764
* = called active by the depositor; x = no result given; & = joins results of further samples; [ ] = dose if it differs, or a comment. How the source made its calls: active means growth percent below 10; inactive means the rest.

SMILES | SK-MEL-5 | SK-MEL-2 | MALME-3M | M14 | UACC-62 | A549/ATCC | EKVX | UACC-257
Clc1cc2c(c(CSc3nc4ccccc4n4cccc34)c1)OCOC2 | 84 | 80 | 88 | 88 | 112 | 30 | 71 | 61
CCC1(N)COC(c2ccccc2)OC1 (stereo unspecified) | 106 | 113 | 104 | 106 | 102 | 98 | 113 | 90
COc1cc2c(c(OC)c1OC)C(=O)CC(c1cccc(NC(=O)c3cc(NC(=O)[C@H](Cc4ccccc4)NC(=O)OC(C)(C)C)ccc3C)c1)O2 (stereo partly specified) | 83 | 92 | 104 | 111 | 77 | 88 | 93 | 97
NC(=O)N1NC(=O)C(N=Nc2ccc(S(=O)(=O)N=C(N)N)cc2)C1=O (stereo unspecified) | 100 | x | 113 | 112 | 96 | 107 | 108 | 130
Cn1cc(CCc2cc[n+](CCC[n+]3ccc(CCc4cn(C)c5ccccc45)cc3)cc2)c2ccccc21 | 99 | 98 | 101 | 96 | 94 | 81 | 106 | 87
COc1nc(N)c(NS(=O)(=O)c2ccc(C(C)=O)cc2)c(=O)[nH]1 | 103 | 108 | 110 | 79 | 97 | 104 | 99 | 105
O=C1NC(c2cccc([N+](=O)[O-])c2)c2sc3c(F)cccc3c2C1Cl (stereo unspecified) | 96 | 126 | 95 | 101 | 90 | 103 | 99 | 116
CCCCCN(CCCCC)CC(=O)OCC | 102 | 86 | 87 | 105 | 103 | 105 | x | 99
CCOC(=O)c1ccc(N2C(=O)CC(SC3=NC(c4ccc(OC)cc4)C=C(c4ccccc4)N3)C2=O)cc1 (stereo unspecified) | 99 | 99 | 100 | 104 | 86 | 103 | 108 | 102
CC(C)n1c(=O)nc(-c2ccccc2)c2cc3c(cc21)OCO3 | 98 | 108 | 128 | 110 | 107 | 103 | x | 101
CS(=O)(=O)c1ccc(-c2cnn3ccc(-c4cccc(S(=O)(=O)C5CC5)c4)nc23)cc1 | 63 | 49 | 50 | 64 | 53 | 45 | 67 | 58
CCCCCc1ccccn1 | 109 | x | 98 | 116 | 100 | 110 | 101 | x
COc1ccc(C(=O)CSc2nc(Nc3ccc(S(N)(=O)=O)cc3)c(C#N)c(C(C)C)n2)cc1 | 99 | 99 | 99 | 103 | 92 | 100 | 102 | 106
Cc1ccc2c(c1)S(=O)(=O)N(C)C(c1ccccc1)=C2 | 97 | x | x | 101 | 91 | 92 | 88 | 99
Nc1n[nH]c2cc(=O)[nH]c(O)c12 | 99 | 100 | 106 | 108 | 102 | 97 | x | 99
Cc1cn(C2CCCCO2)c(=O)[nH]c1=O (stereo unspecified) | 115 | 102 | x | 101 | 97 | 107 | 112 | 115
O=c1[nH]c2cc(Cl)cc([N+](=O)[O-])c2c2ccc(Cl)cc12 | 92 | 123 | 121 | 114 | 98 | 92 | 70 | 100
NC(=O)Cc1c[nH]c2ccccc12 | 103 | 110 | 92 | 89 | x | 111 | 97 | 110
O=C1C=C(O)c2ccccc2C1=O | 80 | 87 | 113 | 63 | 105 | 107 | 109 | 82
CC/C(C)=C1\NC(=O)NC1=O | 104 | 107 | 109 | 107 | 100 | 102 | 112 | 100
Cc1ccc(C(=O)Nc2nc3cc(C(=O)N4CCN(C(c5ccccc5)c5ccccc5)CC4)ccc3o2)cc1 | 40[6.75 µM] | 54[6.75 µM] | 68[6.75 µM] | 53[6.75 µM] | 30[6.75 µM] | 36[6.75 µM] | 35[6.75 µM] | 73[6.75 µM]
C/C(=N\Nc1nc(-c2ccc(Cl)cc2)cs1)c1nnn(-c2ccc(Cl)cc2)c1C | 97 | 98 | 94 | 103 | 94 | 88 | 91 | 94
Cc1ccnc(NS(=O)(=O)c2ccc(Nc3ccnc(SCC(=O)c4ccc(C(F)(F)F)cc4)n3)cc2)n1 | 101 | 100 | 104 | 102 | 85 | 105 | 90 | 99
O=C(N/N=C\c1ccc([N+](=O)[O-])cc1)C1CC1 | 109 | 109 | x | 113 | 102 | 95 | 108 | 91
COc1cc(O)c2c(=O)c3c([C@H]4c5c(OC)c(O)c6oc7cc(OC)cc(O)c7c(=O)c6c5[C@@H]5C=C(C)CC(C)(C)[C@H]45)cc(OC)c(O)c3oc2c1 | 55 | 87 | 74 | 51 | 75 | 50 | 56 | 58
O=[N+]([O-])c1ccc(/C=N/Nc2nc3ccccc3[nH]2)cc1 | 92 | 80 | 93 | 93 | 96 | 97 | x | 103
O=C(O)c1cn(C2CC2)c2cc(N3CCN(C(=O)N(c4ccccc4)c4nc(-c5ccccc5)cs4)CC3)c(F)cc2c1=O | -61* | -18* | 2.8* | 18 | -4.0* | 9.6* | 17 | 1.7*
CCCC(O)c1ccccc1 (stereo unspecified) | 98 | 112 | 99 | 105 | 102 | x | 94 | x
N#CSCN1C(=O)C=CC1=O | 105 | 109 | 105 | 103 | 102 | 103 | x | 111
O=C(Nc1ccc(Cl)c(Cl)c1)NS(=O)(=O)c1cnccc1Oc1ccc(F)cc1 | 108 | 64 | 41 | x | 59 | 28 | 15 | -7.3*
COC(=O)c1ccc(SCCCN2CCOCC2)cc1 | 105 | 97 | 219 | 100 | 84 | 98 | 94 | 101
CCOC(=O)/C(F)=C/C1CC1C(c1ccccc1)c1ccccc1 (stereo unspecified) | 89 | 86 | 81 | 92 | 65 | 92 | 86 | 105
C[C@H](Nc1ncnc2ccc(-c3cnc(Cl)c(NS(C)(=O)=O)c3)cc12)c1ccccc1 | -93* | -85* | -43* | -13* | -58* | -50* | -34* | -18*
O=C1/C(=C/c2ccccn2)Nc2cc3c(cc21)OCO3 | 102 | 222 | 92 | 103 | 97 | 99 | 86 | 95
O=C(Nc1ccc(F)cc1)C(Sc1nc2ccccc2c(=O)[nH]1)c1ccccc1 (stereo unspecified) | 99 | 84 | 94 | 103 | 88 | 97 | 97 | 96
CCCCCCCCCCSC(=N)N (tested in a mixture with another compound) | 80 | 81 | 83 | 65 | 9.2* | 75 | 75 | 99
CCOC(=O)Nc1cc(C)c(NC(=O)CN(CC)CC)c(C)c1 | 99 | 102 | 91 | 96 | 94 | 97 | 100 | 98
Cn1c2c(c(=O)n(C)c1=O)CS(=O)c1ccccc1N2 (stereo unspecified) | 103 | 101 | 97 | 99 | 104 | 100 | x | x
COc1ccc(/C=N\NC(=O)c2cc(-c3ccc(Br)cc3)n(-c3ccc(S(N)(=O)=O)cc3)n2)cc1 | 42 | 54 | 47 | 31 | 32 | 52 | 61 | 66
O=C1c2cccc(Cl)c2C(=O)c2cccc(Cl)c21 | 103 | 103 | 103 | 106 | 103 | 93 | 81 | 111

Looked up one by one from the entries so far (2):
SMILES | SK-MEL-5 | SK-MEL-2 | MALME-3M | M14 | UACC-62 | A549/ATCC | EKVX | UACC-257
COC(=O)c1ccc(SCCCN2CCOCC2)cc1 | 105 | 97 | 219 | 100 | 84 | 98 | 94 | 101
COc1cc(O)c2c(=O)c3c([C@H]4c5c(OC)c(O)c6oc7cc(OC)cc(O)c7c(=O)c6c5[C@@H]5C=C(C)CC(C)(C)[C@H]45)cc(OC)c(O)c3oc2c1 | 55 | 87 | 74 | 51 | 75 | 50 | 56 | 58

Another view of some results above:
Every second line gives: SK-MEL-5	SK-MEL-2	MALME-3M	M14	UACC-62	A549/ATCC	EKVX	UACC-257
COc1nc(N)c(NS(=O)(=O)c2ccc(C(C)=O)cc2)c(=O)[nH]1
 : 103	108	110	79	97	104	99	105
O=C1NC(c2cccc([N+](=O)[O-])c2)c2sc3c(F)cccc3c2C1Cl (stereo unspecified)
 : 96	126	95	101	90	103	99	116
CCCCCN(CCCCC)CC(=O)OCC
 : 102	86	87	105	103	105	x	99
CCOC(=O)c1ccc(N2C(=O)CC(SC3=NC(c4ccc(OC)cc4)C=C(c4ccccc4)N3)C2=O)cc1 (stereo unspecified)
 : 99	99	100	104	86	103	108	102
CC(C)n1c(=O)nc(-c2ccccc2)c2cc3c(cc21)OCO3
 : 98	108	128	110	107	103	x	101
CS(=O)(=O)c1ccc(-c2cnn3ccc(-c4cccc(S(=O)(=O)C5CC5)c4)nc23)cc1
 : 63	49	50	64	53	45	67	58
CCCCCc1ccccn1
 : 109	x	98	116	100	110	101	x
COc1ccc(C(=O)CSc2nc(Nc3ccc(S(N)(=O)=O)cc3)c(C#N)c(C(C)C)n2)cc1
 : 99	99	99	103	92	100	102	106
Cc1ccc2c(c1)S(=O)(=O)N(C)C(c1ccccc1)=C2
 : 97	x	x	101	91	92	88	99
Nc1n[nH]c2cc(=O)[nH]c(O)c12
 : 99	100	106	108	102	97	x	99
Cc1cn(C2CCCCO2)c(=O)[nH]c1=O (stereo unspecified)
 : 115	102	x	101	97	107	112	115
O=c1[nH]c2cc(Cl)cc([N+](=O)[O-])c2c2ccc(Cl)cc12
 : 92	123	121	114	98	92	70	100
NC(=O)Cc1c[nH]c2ccccc12
 : 103	110	92	89	x	111	97	110
O=C1C=C(O)c2ccccc2C1=O
 : 80	87	113	63	105	107	109	82

The results go on:
SMILES | SK-MEL-5 | SK-MEL-2 | MALME-3M | M14 | UACC-62 | A549/ATCC | EKVX | UACC-257
NC(=O)c1c(NC(=O)c2ccccc2)sc2c1CCC(=O)C2 | -58* | 13 | 7.3* | 21 | 11 | 30 | 19 | 4.9*
CCOC(=O)C(C(=O)OCC)C(c1ccccc1)N1CCN(c2ccccc2)CC1 (stereo unspecified) | 102&105 | 100&105 | 92 | 103&102 | 107&99 | 83&99 | 103&107 | 100&99
COc1cccc(-c2nc3sccn3c2-c2ccnc(NCCNC(=O)c3ccccc3)n2)c1 | 55 | 73 | 27 | 40 | 25 | 75 | 106 | 70
O=C(Nc1nccs1)C(=S)N1CCOCC1 | 100 | 103 | 110 | 110 | 95 | 100 | 101 | 98
CC(C)c1cc(CN2CCCCC2)c(O)c(CN2CCCCC2)c1 | 95 | 93 | 113 | 104 | 105 | 93 | 119 | 92
Cc1ccccc1-n1nnc(C(=O)Nc2nc(-c3ccccc3)c(-c3ccccc3)s2)c1C | 81[50 µM] | 89[50 µM] | 80[50 µM] | 79[50 µM] | 70[50 µM] | 65[50 µM] | 70[50 µM] | 61[50 µM]
COc1cccc(C2C3=C(COC3=O)N(CCO)c3cc4c(cc32)OCO4)c1 (stereo unspecified) | 31 | 33 | 82 | -24* | 18 | 26 | 36 | 35
O=c1c2cc(Cl)ccc2sc2c(OCCO)nc3ccccc3c12 | 104 | 105 | 90 | 116 | 87 | 94 | 97 | 101
c1coc(CNc2c3ccccc3nc3ccccc23)c1 | 84 | 101 | 90 | 80 | 66 | 62 | 62 | 82
CN1C(=O)N(C)C2C1NN=c1s/c(=C\c3ccccn3)c(=O)n12 (stereo unspecified) | 102 | 103 | 93 | x | 91 | 100 | 99 | 96
C=C(C)[C@@H]1CC[C@]2(C(=O)O)CC[C@]3(C)[C@H](CC[C@@H]4[C@@]5(C)C[C@@H](CC#Cc6ccccc6)C(=O)C(C)(C)[C@@H]5CC[C@]43C)[C@@H]12 | 32 | 61 | 38 | 36 | 42 | 25 | 29 | 61
CC1(C)CC[C@]2(C(=O)N3CCCN(CC#N)CC3)CC[C@]3(C)C(=CC[C@@H]4[C@@]5(C)CC[C@H](O)C(C)(C)[C@@H]5CC[C@]43C)[C@H]2C1 | 32 | 77 | 78 | 66 | 55 | 39 | 91 | 51
COc1ccc(/C=N/N2CN(C(C)C(=O)O)B(N(CCO)CCO)N=C2N)cc1OC (stereo unspecified) | 95[100 µM] | 115[100 µM] | 102[100 µM] | 105[100 µM] | 87[100 µM] | 92[100 µM] | 93[100 µM] | 95[100 µM]
Cn1nc(C(F)(F)F)cc1-c1c[nH]c(OCc2ccc(Cl)cc2)c(-c2ccc(Cl)c(C(F)(F)F)c2)c1=O | -64* | -31* | -24* | 1.5* | -15* | 13 | 5.6* | 4.2*
O=C(NCCNc1nccc(-c2c(-c3ccc(F)cc3)nc3sccn23)n1)c1ccccc1 | 29 | x | 75 | 48 | 40 | 33 | 77 | 84
O=C(O)C(/C=C/c1ccco1)=N\Nc1nc(-c2ccc(Cl)cc2)cs1 | 62 | 12 | 79 | 44 | 57 | 51 | 67 | 72
c1ccc(NN(Cc2ccncc2)c2ccccc2)cc1 | 96 | 108 | 98 | 105 | 96 | 98 | 87 | 109
O=C1/C(=C/c2cc3ccccc3[nH]c2=O)CCC/C1=C\c1cc2ccccc2[nH]c1=O | 101 | 91 | 119 | 95 | 77 | 101 | x | 79
O=C1NCC(Nc2ccc(Br)cc2)C(=O)N1 (stereo unspecified) | 99 | 108 | 90 | 101 | 91 | x | 118 | 96
CC(C)COC(=O)c1ccc(NC(=O)CNCc2ccccc2)cc1 | 98 | 105 | 103 | 107 | 98 | 95 | 113 | 94
CC(=O)C(C)c1ccccn1 (stereo unspecified) | 102 | 98 | 100 | 103 | 93 | 99 | 98 | 101
